Screens from PubChem.
RGS4 inh: blocks human RGS4-accelerated GTP hydrolysis. P49798. Transcreener GDP fluorescence polarization, RGS4-accelerated GTP hydrolysis. Potency, µM (doses to about 114 µM), inactives show at the highest dose activity change, negative = inhibition, usual class: inhibitors. 390,000 tested, 0.039% active. AID 504845; note: potency is the fitted concentration of half-maximal effect; % is set by controls: 0 for no effect and ±100 for the full control effect; nearly all actives have a fitted effect of over 75% in size; some results filed as inactive show a strong effect at the top dose
Target sequence (P49798 whole entry, looked up): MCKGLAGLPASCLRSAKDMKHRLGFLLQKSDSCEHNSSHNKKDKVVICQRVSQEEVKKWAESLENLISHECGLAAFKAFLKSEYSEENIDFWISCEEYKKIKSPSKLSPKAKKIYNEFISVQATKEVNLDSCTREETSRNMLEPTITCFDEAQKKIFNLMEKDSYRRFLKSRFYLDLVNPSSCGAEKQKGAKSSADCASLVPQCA
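MLSMR compounds (23 nl, pin-transferred) preincubated 10 min at room temperature with a 500nM (2x) first reagent, then RGS4 at 900nM (2x) plus Transcreener GDP mix added; fluorescence polarization (620/688 nm) read before and after 90 min at 30 °C.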
D2 ag: agonists of human D2 dopamine receptor; AID 485358; activation, % at 2 µM; HEK293 T-REx D2 cells, calcium flux agonist mode; P14416; 340,000 tested, 0.53% active;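 active = activation over 3 SD above normal in the single-dose calcium agonist read, cut at about 30% in these data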; note: 0% is about no effect
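Tetracycline-induced HEK293 Trex cells with D2 receptor force-coupled to calcium signaling, plated overnight at 30 C and loaded with no-wash calcium dye. Calcium flux read kinetically for 180 s after compound addition; responses flag agonists.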
ERG Ets-DNA blk: inhibitors of human ERG Ets domain-DNA interaction; Potency, µM (titrated, usually from 76.9 µM), without a hit: at the top dose FP activity, negative = inhibition, most hits filed as inhibitors; fluorescence polarization, His-ERG Ets domain / labelled DNA; 370,000 tested, 0.028% active; P11308; active = well fitted inhibition curve with a large enough effect in the polarisation, with a control signal flat; inconclusive = small, poorly fitted or top-dose-only effect, or effect the other way, or a change in a side signal; inactive = no such curve, though single readings can be large or run the other way; the % refers to the polarisation;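 note: polarization taken with two DNA probes labelled with fluorescein and Texas red; potency is the fitted concentration of half-maximal effect; % of control where 0% means no effect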
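His-tagged ERG Ets domain (1 uM in the protein solution; 300mM KCl, 50mM Tris-HCl, 1mM EDTA, 1mM DTT, pH 7.5) received compound, then a probe mix of 5 nM fluorescein-DNA and 100nM Texas-615-DNA. Fluorescence polarization was read for both dyes.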
Glioma ERSR ind: induces the endoplasmic reticulum stress response in human glioma cells; U87-MG GRP78 promoter luciferase reporter, 16 h; 420,000 tested, 0.02% active; Potency, µM, without a hit: top-dose activation, actives largely listed as activators; note: potency is the fitted concentration of half-maximal effect; series mostly up to about 76 µM; % of control where 0% means no effect; nearly all actives have a fitted effect of over 35% in size
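Stably transfected U87-MG human glioma cells carrying a GRP78-based luminescent sensor were seeded at 1000 cells/well, pin-dosed with compounds and incubated 16 h. Luciferase reagent was then added, and end-point luminescence was read after 10 min at room temperature.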
LDHA block: inhibitors of human lactate dehydrogenase A. 480,000 tested, 0.15% active. purified LDHA, NADH/diaphorase-resazurin fluorescence; hits give low values. P00338. activity change, % (values are at about 110 or 230 µM); in the data active = activity change below about -30%; inconclusive = mostly about -25% to -30%;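 note: plate controls were DMSO wells for no effect and wells without enzyme for full effect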
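Human LDH5 at 2 nM final in Tris HCl pH 7.4 with 0.06 mM NADH and 0.2 mM pyruvate, reacted 5 minutes at room temperature. Remaining NADH coupled via diaphorase/resazurin; resorufin fluorescence read at 0 and 20 minutes, normalized to enzyme-free and DMSO wells.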
12-LOX inh: blocks human arachidonate 12S-lipoxygenase | AID 1671190 | 580,000 tested, 1.1% active | P18054 | purified 12hLO, xylenol orange hydroperoxide absorbance | Potency, µM (highest dose often 108 µM), inactives show top-dose activity change, negative = inhibition, actives largely listed as inhibitors; note: potency is the fitted concentration of half-maximal effect; % is set by controls: 0 for no effect and ±100 for the full control effect
Target sequence (P18054 whole entry, looked up): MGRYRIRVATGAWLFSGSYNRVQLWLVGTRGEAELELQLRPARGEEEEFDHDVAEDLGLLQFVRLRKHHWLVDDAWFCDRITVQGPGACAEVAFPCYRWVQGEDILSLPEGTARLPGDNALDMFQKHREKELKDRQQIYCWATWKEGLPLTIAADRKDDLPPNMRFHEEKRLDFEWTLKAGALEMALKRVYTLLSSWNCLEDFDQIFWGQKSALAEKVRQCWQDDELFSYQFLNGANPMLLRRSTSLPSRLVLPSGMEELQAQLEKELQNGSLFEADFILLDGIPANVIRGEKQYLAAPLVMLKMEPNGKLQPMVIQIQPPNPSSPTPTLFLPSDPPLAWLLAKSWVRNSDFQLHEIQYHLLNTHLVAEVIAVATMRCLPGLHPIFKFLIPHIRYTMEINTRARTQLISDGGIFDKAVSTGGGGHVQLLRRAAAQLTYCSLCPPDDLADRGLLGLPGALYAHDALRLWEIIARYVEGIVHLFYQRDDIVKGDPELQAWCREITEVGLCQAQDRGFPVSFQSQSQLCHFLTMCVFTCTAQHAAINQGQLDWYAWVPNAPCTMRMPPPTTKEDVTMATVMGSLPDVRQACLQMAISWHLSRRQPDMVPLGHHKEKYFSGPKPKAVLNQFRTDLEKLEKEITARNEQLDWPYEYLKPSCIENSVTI
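Purified human 12hLO at 150 nM in 25 mM Hepes, 0.01% Triton X-100, pH 7.0, preincubated 15 min at room temperature with compound. Reaction started with 40 uM arachidonic acid, 30 min at room temperature. Hydroperoxide measured by Fe-xylenol orange, 573/405 nm absorbance ratio.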
Vif-APOBEC3F blk: blocks the Vif interaction with APOBEC3F; AID 602313; HeLa A3F-eYFP + Vif (tagged APOBEC3F with the HIV-1 protein that degrades it), YFP fluorescence increase; Potency, µM (doses to about 46.1 µM), for inactives: at the top dose activity, negative = active; 390,000 tested, 0.2% active; note: potency is the fitted concentration of half-maximal effect; % of control where 0% means no effect; nearly all actives have a fitted effect of over 65% in size
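HeLa cells stably expressing Vif plus C-terminally eYFP-tagged A3F were seeded, incubated overnight at 37 deg C, dosed with compound, incubated overnight again at 37 deg C. Yellow fluorescence (Ex 488/Em 500-530) reported blocked Vif-mediated A3F-eYFP degradation.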
Vif-APOBEC3G blk: Vif-A3G binding inhibition; HeLa A3G-eYFP + Vif (tagged APOBEC3G with the HIV-1 protein that degrades it), YFP fluorescence, overnight; Potency, µM (titrated, usually from 46.1 µM), for the others: at the top dose activity, negative = active, most hits filed as inhibitors; 410,000 tested, 0.076% active;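 note: potency is the fitted concentration of half-maximal effect; % is set by controls: 0 for no effect and ±100 for the full control effect; nearly all actives have a fitted effect of over 60% in size; hits raise eYFP signal because A3G escapes Vif-driven loss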
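Read-out is eYFP fluorescence (Ex 488/Em 500-530) from Vif-expressing HeLa A3G-eYFP cells; more signal means A3G escaped Vif-mediated degradation. Cells plated overnight, compound pinned in, incubated overnight at 37 deg C.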
D2 antag: antagonists of human D2 dopamine receptor; inhibition, % at 10 µM; 340,000 tested, 2% active; P14416; HEK293 TREx D2 cells, calcium flux, dopamine EC80; in the data active = inhibition above about 30%; note: 0% is about no effect
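Inhibition of EC80 dopamine-driven calcium flux, recorded kinetically, defines activity here; cells are a tetracycline-induced HEK293 T-REx line expressing force-coupled D2.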
An asterisk follows results filed as active; ? = inconclusive; / = not tested or not shown; & = joins results of further samples; [ ] = another dose, or the depositor's remark. Unless noted, calls come from the whole dose curve; as a rule, active = well fitted curve in the direction sought with a large enough effect; inconclusive = small, poorly fitted or top-dose-only effect, or another doubt; inactive = no such curve, though single readings can be large; an effect the other way counts as inactive or inconclusive. These rows are one share of the data; the hit share may differ from the screen's.

SMILES | RGS4 inh | D2 ag | ERG Ets-DNA blk | Glioma ERSR ind | LDHA block | 12-LOX inh | Vif-APOBEC3F blk | Vif-APOBEC3G blk | D2 antag
COc1ccccc1CNC(=O)c1cnc2ccccn2c1=O | 8% | 0.8 | 7% | 1% | -1 | 2% | 3% | 0% | 2
Cc1ccc(NCc2cccn2-c2nnc(N3CCC(C(=O)NCc4ccccc4C)CC3)s2)cc1 | -6% | -0.2 | 8% | / | 7 | -2% | / | / | /
COc1ccc(S(=O)(=O)Nc2ccccc2C(=O)Nc2nc(-c3ccc(F)cc3)cs2)cc1OC | 15% | 4.6 | 6% | -6% | -15 | -18% | -3% | -1% | 10
O=C(CSc1nnc(-c2ccc3c(c2)OCO3)n1-c1ccccc1)c1ccccc1 | -4% | -0.6 | 1% | -3% | -7 | -17% | 6% | 0% | -2
O=C1Cc2ccccc2C(=O)N1OCc1ccc(Cl)cc1Cl | -16% | 0.1 | 0% | -6% | -4 | -18% | -6% | -2% | 11
CC(C)c1ccc(C2/C(=C(\O)c3ccc4c(c3)OCCO4)C(=O)C(=O)N2CCN2CCOCC2)cc1 (stereo not drawn) | 2%[56.9 µM] | 0.3 | 2% | 0% | -2 | -17% | -6% | 3% | -2
C/C(=N\N1CCN(Cc2ccccc2)CC1)c1ccco1 | -17%[11.4 µM] | -0.1 | 16% | 3% | 2 | 1% | -10% | 2% | -24
O=C1C2C3C=CC(C2C(=O)N1c1cccc(O)c1)C1C2C(=O)N(c4cccc(O)c4)C(=O)C2C31 (stereo not drawn) | -5%[56.9 µM] | 0.9 | 3% | 1% | -3 | ? | 3% | 0% | -7
CCCC(=O)NC1C2CC3CC(C2)CC1C3 (stereo not drawn) | 29% | 0.3 | / | -3% | -2 | -4% | 0% | 1% | -17
O=C(Cn1cnc(S(=O)(=O)N2CCCCC2)c1)Nc1ccc(OC(F)(F)F)cc1 | 7%[56.9 µM] | 0.5 | 1% | -4% | -5 | -7% | -12% | 0% | -5
COc1ccc(C(=O)Nc2nc3c(s2)CCCC3)cc1Cl | -9% | -1.2 | 3% | 1% | -1 | ? | 1% | -4% | /
Cc1nnc(NC(=O)c2ccc(C)c(S(=O)(=O)N3CCCCCC3)c2)s1 | 33% | -0.5 | -10% | -4% | -2 | 0% | -1% | 0% | 2

Brought forward from above: four entries; new compounds follow.
SMILES | RGS4 inh | D2 ag | ERG Ets-DNA blk | Glioma ERSR ind | LDHA block | 12-LOX inh | Vif-APOBEC3F blk | Vif-APOBEC3G blk | D2 antag
CCCC(=O)NC1C2CC3CC(C2)CC1C3 (stereo not drawn) | 29% | 0.3 | / | -3% | -2 | -4% | 0% | 1% | -17
O=C(Cn1cnc(S(=O)(=O)N2CCCCC2)c1)Nc1ccc(OC(F)(F)F)cc1 | 7%[56.9 µM] | 0.5 | 1% | -4% | -5 | -7% | -12% | 0% | -5
COc1ccc(C(=O)Nc2nc3c(s2)CCCC3)cc1Cl | -9% | -1.2 | 3% | 1% | -1 | ? | 1% | -4% | /
Cc1nnc(NC(=O)c2ccc(C)c(S(=O)(=O)N3CCCCCC3)c2)s1 | 33% | -0.5 | -10% | -4% | -2 | 0% | -1% | 0% | 2
Clc1ccccc1Sc1ccc(-c2ccccn2)s1 | 8% | / | -10% | 3% | -4 | ? | -7% | -3% | /
CCOc1ccc(CCNc2nc3ccc(C)cc3n3cnnc23)cc1OCC | -4%[56.9 µM] | -2.2 | 1% | -5% | -7 | 61%[activator] | 5% | -8% | -8
Nc1ccc2nc(-c3cccnc3)[nH]c2c1 | ? | / | 0% | 1% | 11 | -2% | -4% | 0% | /
COc1ccc(CC(=O)Oc2ccc(Br)cc2F)cc1S(=O)(=O)N1CCOCC1 | -9% | 1.2 | 1% | -3% | -4 | ? | -6% | 0% | 5
C=CCC(C)(NCc1ccccc1)c1ccccc1 (stereo not drawn) | ? | / | 9% | -6% | -4&-2 | ? | -7% | 0% | /
CCCN1CCC(=NNc2ccc(C(=O)O)cc2)CC1 | ? | 0.2 | -5% | -10% | -1 | -15% | -4% | -3% | 5
Cn1c(=O)c2c(nc3sccn32)n(C)c1=O | -14% | 0.4 | -9% | -1% | 4 | 8% | 4% | 2% | 13
CC(C)(C)c1nc2ccccc2c2nnc(SCC(=O)Nc3nc4ccccc4s3)n12 | -2% | -0.4 | -8% | -4% | -9 | 19% | -7% | -22% | -15
Cc1nc(N2CCN(Cc3ccc4c(c3)OCO4)CC2)[nH]c(=O)c1C | -20% | 0.7 | -8% | -4% | -4 | -6% | 6% | -4% | -14
O=C(O)c1ccc(Cl)c(S(=O)(=O)Nc2ccc(S(=O)(=O)N3CCCC3)cc2)c1 | 4% | / | 0% | 4% | -13 | -10% | 1% | -2% | /
COc1ccccc1N1CCN(C(=O)CSc2nc3ccccc3c(=O)n2CC2CCCO2)CC1 (stereo not drawn) | -5% | -1.0 | 1% | 0% | 9 | 0% | 6% | 0% | -14
CCOC(=O)Cc1csc2nc(-c3ccccc3)nn12 | 4% | -1.3 | -14% | 1% | -5 | 0% | 0% | 0% | -10
O=C(O)C(CCCCN1C(=O)C2C3C=CC(C3)C2C1=O)N1C(=O)C2C3C=CC(C3)C2C1=O (stereo not drawn) | ? | 1.1 | -2% | 5% | -5 | 14% | 2% | 1% | -13
Cc1cc(C)c2c(n1)sc1c(=O)n(-c3cc(Cl)ccc3C)nnc12 | 7% | -0.2 | -1% | -2% | 9 | 0% | 14% | 5% | /
O=C(CN1C(=O)c2cccnc2Oc2ccc(Cl)cc21)N1CCCCCC1 | 6% | 0.2 | 2% | 0% | -1 | 11% | 2% | -5% | -11
Cc1ccc(-c2nn(-c3ccccc3)cc2C(=O)NCC2CCCO2)cc1 (stereo not drawn) | -34% | -0.2 | 4% | 1% | -2 | -13% | -3% | -2% | 3
[O-][N+]12CCCCC1CCCC2CO (stereo not drawn) | 11% | 0.6 | 3% | -6% | -8 | -4% | 6% | 0% | 12
COc1ccc(/C=N/NC(N)=S)cc1 | -33% | 0.8 | -15% | -2% | -1 | 25µM* | 1% | 2% | -3
O=C(NNC(=O)c1ccc2ccccc2c1)Nc1ccc(F)cc1 | -29% | 0.0 | 5% | 0% | -1 | 7% | 0% | -5% | -2
CCCCN(CC)C(=O)c1ccc(Cl)cc1 | -1% | -0.8 | -14% | -3% | -6 | 1% | 0% | 0% | 0
O=C(C1=COCCO1)N(Cc1nnc(-c2ccccc2Cl)o1)C1CC1 | -5% | 0.4 | 1% | 3% | 0 | 2% | 0% | -1% | 7
C=CCN(C(=O)c1csnn1)C(C(=O)NCc1ccc(F)cc1)c1ccccc1 (stereo not drawn) | -7% | 0.4 | -5% | -4% | -3 | -6% | -16% | -3% | 52*
CCn1cnc2cc(NC(=O)c3ccc(C)cc3)ccc21 | -11% | 0.5 | -7% | -3% | 0 | ? | -8% | -1% | 32*
CC(C)CN(C(=O)COC(=O)c1ccccc1Sc1ccccc1C#N)C1CCS(=O)(=O)C1 (stereo not drawn) | 21% | 0.3 | 4% | -5% | -4 | -24% | -3% | -1% | -7

One compound at a time (already shown). Order of values: RGS4 inh, D2 ag, ERG Ets-DNA blk, Glioma ERSR ind, LDHA block, 12-LOX inh, Vif-APOBEC3F blk, Vif-APOBEC3G blk, D2 antag
`O=C(NNC(=O)c1ccc2ccccc2c1)Nc1ccc(F)cc1` reads -29%, 0.0, 5%, 0%, -1, 7%, 0%, -5%, -2
`Nc1ccc2nc(-c3cccnc3)[nH]c2c1` reads ?, /, 0%, 1%, 11, -2%, -4%, 0%, /

Later entries.
SMILES | RGS4 inh | D2 ag | ERG Ets-DNA blk | Glioma ERSR ind | LDHA block | 12-LOX inh | Vif-APOBEC3F blk | Vif-APOBEC3G blk | D2 antag
COc1ccc(OCC(=O)O/N=C(\N)Cc2cccs2)cc1 | 0% | / | -8% | 2% | -1 | -1% | 3% | -1% | /
Cn1c(=O)oc2cc(S(=O)(=O)NC(Cc3ccccc3)C(=O)NCc3ccc(F)cc3)ccc21 (stereo not drawn) | 9% | 0.6 | 4% | -3% | -2 | ? | 0% | -5% | /
CC(C)C(NS(=O)(=O)c1cccc2cccnc12)C(=O)Nc1ccc(OC(F)(F)F)cc1 (stereo not drawn) | -8% | -0.1 | -1% | -1% | 5 | ? | 2% | 5% | /
CCCCN(CC)CCCNC(=O)C1CCN(c2nc3ccc(CC)cc3s2)CC1 | 31% | 0.4 | -9% | / | -8 | -16% | / | / | /
CS(=O)(=O)c1ccc(C(=O)OCC(=O)NC2CCS(=O)(=O)C2)cc1[N+](=O)[O-] (stereo not drawn) | -11% | -0.2 | -1% | 1% | -2 | -13% | 0% | -3% | 6
COc1ccc(S(N)(=O)=O)cc1C(=O)OCC(=O)NC(C)(C#N)C1CC1 (stereo not drawn) | ? | / | -6% | -5% | -5 | 4% | -5% | 1% | 16
COc1cc(OC)c2c(C)c(Cl)c(=O)oc2c1 | -18% | 1.5 | -5% | 0% | -5 | -18% | 4% | 1% | 28
COc1ccccc1C1Nc2ccccc2NC2=C1C(=O)CC(C)(C)C2 (stereo not drawn) | 4% | / | 5% | 0% | -4 | 42%[activator] | 12% | 1% | /
